Bioassay records (PubChem BioAssay)
NCI-60 one-dose screen, 48 h, at 10 µM unless noted. Numbers give growth in % (100 = growth as untreated, 0 = no growth, -100 = all killed).
SF-539 – SF-539 CNS cancer | AID 1794752 | 6.8% of 81,000 active
SNB-75 – SNB-75 CNS cancer | 5% of 79,000 active | AID 1794750
SF-268 – SF-268 CNS cancer cells; 3.1% of 82,000 active; AID 1794759
SNB-19 – SNB-19 CNS cancer cells; AID 1794751; 2.5% of 81,000 active
SF-295 – SF-295 CNS cancer cells. AID 1794758. 5.6% of 79,000 active
HT29 – HT29 colon cancer | AID 1794748 | 7.4% of 81,000 active
KM12 – KM12 colon cancer cells. AID 1794800. 5% of 82,000 active
HCC-2998 – HCC-2998 colon cancer | 4.7% of 79,000 active | AID 1794799
SW-620 – SW-620 colon cancer. 5.2% of 82,000 active. AID 1794795
The depositor's hits bear a star; · = no result given; & = joins results of further samples. How the source made its calls: active means growth percent below 10; inactive means the rest. Rows were taken by chance. Share with any hit: about 11%.

SMILES	SF-539	SNB-75	SF-268	SNB-19	SF-295	HT29	KM12	HCC-2998	SW-620
O=C/C(Br)=C\c1ccccc1	104	95	121	99	103	112	138	121	130
O=C(NC(Sc1ccc(Cl)cc1)C(=O)O)c1ccccc1 (configuration not stated)	100	94	91	96	107	115	100	108	109
O=CNC(=O)/C=C/C(=O)O	97	90	104	106	·	97	102	102	103
Cn1c(=O)c2[nH]c(CCC(=O)O)nc2n(C)c1=O	·	88	100	107	97	98	102	104	108
Cc1cccc(NC(=O)c2cc3nc4c(c(C(F)(F)F)n3n2)CCc2ccccc2-4)n1	104	79	109	101	98	77	105	115	110
Cn1c(=O)c2[nH]c(CNc3ccc(C(=O)O)cc3)nc2n(C)c1=O	93	97	107	·	115	114	110	102	98
CCCCCCCCCCCCCCNc1nc(-c2ccc(C(F)(F)F)cc2)ncc1-c1ccc(C(F)(F)F)cc1	·	95	96	110	100	98	98	95	106
FC(F)(F)c1ccc(Nc2nnc(-c3ccc(Cl)cc3)o2)cc1	105	104	109	102	99	76	100	95	99
O=C(CSc1nnc(-c2cnccn2)n1-c1ccccc1)c1ccc(Cl)cc1	103	110	104	101	99	95	95	108	106
CN(CC1CO1)c1ccccc1 (configuration not stated)	103	97	103	102	97	103	99	102	113

Continued, starting with the last seven of the part before.
SMILES	SF-539	SNB-75	SF-268	SNB-19	SF-295	HT29	KM12	HCC-2998	SW-620
Cn1c(=O)c2[nH]c(CCC(=O)O)nc2n(C)c1=O	·	88	100	107	97	98	102	104	108
Cc1cccc(NC(=O)c2cc3nc4c(c(C(F)(F)F)n3n2)CCc2ccccc2-4)n1	104	79	109	101	98	77	105	115	110
Cn1c(=O)c2[nH]c(CNc3ccc(C(=O)O)cc3)nc2n(C)c1=O	93	97	107	·	115	114	110	102	98
CCCCCCCCCCCCCCNc1nc(-c2ccc(C(F)(F)F)cc2)ncc1-c1ccc(C(F)(F)F)cc1	·	95	96	110	100	98	98	95	106
FC(F)(F)c1ccc(Nc2nnc(-c3ccc(Cl)cc3)o2)cc1	105	104	109	102	99	76	100	95	99
O=C(CSc1nnc(-c2cnccn2)n1-c1ccccc1)c1ccc(Cl)cc1	103	110	104	101	99	95	95	108	106
CN(CC1CO1)c1ccccc1 (configuration not stated)	103	97	103	102	97	103	99	102	113
CC(=O)Nc1ccc(S(=O)(=O)N=C(N)N)cc1	110	91	106	101	112	103	114	106	99
Clc1ccc(-c2c3ccc(=[N+]4CCCCC4)cc-3oc3cc(N4CCCCC4)ccc23)cc1	-93*	-70*	-90*	-90*	-73*	-82*	-87*	-96*	-84*
O=C1OC(=O)C2CCC12 (configuration not stated)	108	92	111	106	86	109	106	116	106
CC1=CCC2C(=O)NC(=O)C2C1 (configuration not stated)	95	83	103	100	113	101	101	103	98
Cc1ccc(-c2nnc(Cn3ccnc3)o2)cc1	106	91	98	87	115	100	105	103	101
CSc1cc(=O)[nH]cn1	97	96	104	105	98	84	104	97	102
Cc1cccc[n+]1CCCC[n+]1ccccc1C	95	91	106	103	107	115	103	114	109
O=C(O)c1ccccc1-c1c2ccc(=O)c(I)c-2oc2c(I)c(O)ccc12	97	77	99	101	100	109	105	111	111
COc1cccc(Cn2cc3c(c2-c2ccccc2)CCCc2cnoc2-3)c1	89	96	90	97	94	76	89	115	88
Cc1nc(NC(=O)Nc2ccccc2)sc1C(=O)NN	110	104	106	100	100	106	110	94	105

Entries of single compounds as entered above.
Results for `Cc1nc(NC(=O)Nc2ccccc2)sc1C(=O)NN` = SF-539 = 110; SNB-75 = 104; SF-268 = 106; SNB-19 = 100; SF-295 = 100; HT29 = 106; KM12 = 110; HCC-2998 = 94; SW-620 = 105
Results for `Cc1ccc(-c2nnc(Cn3ccnc3)o2)cc1` = SF-539 = 106; SNB-75 = 91; SF-268 = 98; SNB-19 = 87; SF-295 = 115; HT29 = 100; KM12 = 105; HCC-2998 = 103; SW-620 = 101
Results for `Cc1cccc[n+]1CCCC[n+]1ccccc1C` = SF-539 = 95; SNB-75 = 91; SF-268 = 106; SNB-19 = 103; SF-295 = 107; HT29 = 115; KM12 = 103; HCC-2998 = 114; SW-620 = 109

Carrying on.
SMILES	SF-539	SNB-75	SF-268	SNB-19	SF-295	HT29	KM12	HCC-2998	SW-620
CCOC(=O)CCCN(c1[nH]c(C)c(C)c1C#N)S(=O)(=O)c1ccc(C)cc1	107	95	·	95	115	102	115	100	117
CC1(C)CC(=O)C2=C(C1)OC(N)=C(C#N)C2c1cc2ccccc2n2nnnc12 (configuration not stated)	99	108	111	94	103	100	111	97	105
Cc1[nH]c(C(=O)Nc2nc3ccc(NC(=O)CCN)cc3s2)c(Cl)c1Cl	52	82	56	79	96	89	90	96	44
COc1cc(-c2csc(NC(=O)c3ccc4c(c3)OCCO4)n2)cc(OC)c1OC	81	67	87	83	86	86	90	91	91
O=S(=O)(NCCNc1nccc(-c2cn(-c3ccccc3)nc2-c2ccc(Cl)c(O)c2)n1)c1ccc(O)cc1	85	73	62	93	66	86	65	118	105
CCOC(=O)Cn1c(O)c(N=Nc2ccc(S(N)(=O)=O)cc2)c2cc(Cl)ccc21	98	79	102	92	99	103	92	103	90
COc1ccc(/C=N/NC(=O)C2CCC(=O)N2)cc1 (configuration not stated)	109	86	103	102	98	112	105	108	107
CC(C)(C)OC(=O)NC(CSCc1ccccc1)C(=O)ON1C(=O)CCC1=O (configuration not stated)	99	105	102	106	124	·	109	101	105
CCN(CCO)CC(=O)c1cc(Cl)cc(Cl)c1Cl	104	95	98	105	98	82	102	98	102
COc1cc(C2C=C(C)N=C3SC=NN32)cc(OC)c1OC (configuration not stated)	99	105	111	96	107	101	107	102	105
CCC(=O)OC(C)CNC(=O)C(C)OC(=O)CC (configuration not stated)	98	90	102	104	98	105	100	106	107
O=C(CSc1nnc(-c2ccc(-c3nc4ccc(Cl)cc4[nH]3)cc2)o1)Nc1ccc(C(=O)/C=C/c2ccc(Cl)cc2)cc1	96	121	104	100	104	110	110	106	108
IP(CCCSc1n(Cc2ccc3ccccc3c2)c(-c2ccccc2)c(-c2ccccc2)[n+]1Cc1ccc2ccccc2c1)(c1ccccc1)(c1ccccc1)c1ccccc1	35	43	24	17	32	2.7*	4.9*	24	46
Nc1cccc(N=[N+]([O-])c2cccc(N)c2)c1	115	85	108	101	92	115	105	·	114
CC(=O)CC(=O)OC1CCCCC1	91	145	186	·	135	146	146	99	108
Cc1cc(C(NC(=O)CCCCCNc2cccc3c2C(=O)N(C2CCC(=O)CC2=O)C3=O)c2cccc(N(C)C)c2)c(O)c2ncccc12 (configuration not stated)	1.5*	33	21	10	2.0*	29	15	15	24
CC1=C(C(=O)c2cnccn2)C(c2ccccc2)NC(=O)N1 (configuration not stated)	89	107	103	96	110	116	114	99	100
CC(=O)Oc1ccccc1C(=O)Oc1ccc(C(=O)/C=C/c2ccncc2)cc1	-36*	102	75	47	59	22	22	-14*	6.3*
Oc1ccc(-c2nnc(SCc3ccc(O)c4ncccc34)n2-c2ccccc2)cc1	-6.0*	·	10	15	5.5*	25	17	27	16
Cc1cc(N/N=C/c2ccccn2)nc2c(C)cccc12	85	45	78	67	·	85	85	113	98
CCOc1ccc(-c2cc(C(=O)Nc3ccc(C(C)=O)cc3)no2)cc1OCC	98	92	98	97	101	105	96	110	101
CCCCCCCCCCSc1n[nH]c(=S)s1	104	103	105	103	104	112	105	106	106
Cc1ccn2c(C(=O)NCc3ccc(OCc4cn(Cc5ccc([N+](=O)[O-])cc5)nn4)cc3)c(C)nc2c1	87	86	90	81	83	90	88	97	92
Clc1ccccc1CN1CCc2sccc2C1	95	89	98	96	88	88	96	104	96
ClC(Cl)(Cl)C1OCCO1	95	86	100	96	·	104	106	113	103
CCOC(=O)c1sc2ncnc(Nc3ccc(OCc4ccc(Cl)cc4)c(Cl)c3)c2c1C	98	87	91	104	99	101	95	96	88
C/C(=C(/c1ccc(O)cc1)c1ccc(Cl)cc1)c1ccccc1	-96*	·	-83*	-86*	-95*	-67*	-86*	-75*	-71*
CCOC(=O)CCCCCN	107	91	110	99	101	112	109	·	111
O=C(Nc1ccc(Oc2cccc(F)c2)c(Cl)c1)c1cccnn1	96	80	85	86	81	87	82	97	104
Cc1ccc(-c2c3c(N)nc(-c4ccncc4)nc3nc3c2c(C)nn3-c2ccccc2)cc1	11	23	38	88	95	22	75	100	40
Cc1ccc(CNn2c(COc3ccccc3)nc3ccccc3c2=O)cc1	95	89	113	76	106	100	73	106	90
COc1cc(C2=NN(C=O)C(c3c(C)nn(-c4ccccc4)c3N(C)Cc3ccccc3)C2)cc(OC)c1OC (configuration not stated)	92	81	89	79	83	82	98	100	96
O=C1CCC(NNc2ccccc2)N1 (configuration not stated)	103	85	84	101	94	104	70	102	86
O=C(/N=c1\oc2ccccc2cc1-c1cc2ccccc2[nH]1)Nc1ccccc1	86	91	98	103	104	107	93	105	102
COc1ccc(-c2cs/c(=N\N=C\c3cccc(C)c3)n2-c2ccccc2)cc1	99	98	104	94	99	86	97	101	89
NS(=O)(=O)c1cccc(Nc2nc(SCC(=O)c3ccc(Br)cc3)nc3ccccc23)c1	72	11	33	35	17	90	70	86	64
Cc1nn2c(/C=C3/C(=O)Nc4ccccc43)c(-c3ccc(F)cc3)nc2s1	89	69	91	98	42	83	86	92	77
CC(=O)c1ccc(O)cc1	97	113	110	96	97	102	112	88	118
CCc1c(N)nc(N)nc1Nc1ccc(C)c(C)c1	96&97	77&81	97&97	92&100	91&95	102&106	99&109	111&98	104&105
CNc1nc2c(s1)C(c1ccc(F)cc1)CC(=O)N2 (configuration not stated)	98	72	89	90	103	111	96	102	99
COc1cccc(C(=O)N(c2ccc(Cl)cc2)C(C(=O)NC(C)(C)C)c2cc3c(C)cc(C)cc3nc2Cl)c1 (configuration not stated)	87	69	63	82	59	74	64	96	84
Cc1cc(N/N=C/c2nc(-c3ccc(Br)cc3)oc2C)c2cc(Cl)ccc2n1	98	·	80	60	101	13	84	96	-8.1*
Cc1[nH]c2ccccc2c1C(=O)C(N)=O	99	86	106	111	84	107	109	131	103
CN(C)c1ccc(C(=C2C=CC(=[N+](C)C)C=C2)c2ccccc2Cl)cc1	-92*	-96*	-84*	-96*	-26*	-24*	-87*	-99*	-78*
C[C@]12CC[C@@H]3c4ccc(O)cc4CC[C@H]3[C@@H]1CC[C@@H]2NS(=O)(=O)c1ccc(F)cc1	91	84	80	114	82	70	81	100	105
CCOC(=O)CCC(=O)/C=C\c1ccc2c(c1)OCO2	102	92	99	101	104	101	103	109	98
CC(=O)O[C@]1(C)C[C@H](O)[C@]2(O)C=CO[C@H](O[C@@H]3O[C@H](CO)[C@@H](O)[C@H](O)[C@H]3O)[C@@H]21	98	83	94	100	91	103	95	116	113
COc1ccc(C(=O)/C=C/c2cc(-c3cc(OC)c(OC)c(OC)c3)n[nH]2)cc1F	90	74	100	87	246	99	101	111	103
NC(=O)c1cc[n+](CC2=C(C(=O)[O-])N3C(=O)[C@@H](NC(=O)Cc4cccs4)[C@H]3SC2)cc1	102	89	103	99	112	·	105	106	95
c1ccc2[nH]c(-c3ccc(Nc4nc(N5CCOCC5)nc5[nH]ncc45)cc3)nc2c1	70	84	84	104	77	76	64	·	103
CC(=O)Nc1ccc2c(C(=O)O)c(C)c(=O)[nH]c2n1	96	88	105	106	99	87	110	106	88
